# PGC1a acetyl inh: lowers PGC1a acetylation signal in U2OS cells; hit rate 0.17% among 350,000; AlphaScreen anti-acetyl-lysine; with virally co-expressed GCN5 acetyltransferase; AID 651687; inhibition, % at 15.6 µM;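 active means every replicate shows inhibition of at least 40%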;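 further: 0% = neutral control wells and 100% = positive control wells; some results beyond the cut were filed as inactive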
# miR-122 sensor: inhibitors of miR-122 in Huh7 cells; Huh7 miR-122 Renilla luciferase sensor, 48 h; neutral wells = 0, positive control = 100; activation (reporter increase), % at 12.5 µM; hit rate 0.3% among 340,000;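 active means mean replicate activation score at least 90 and every replicate individually at or above 90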;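 further: higher luciferase means less miR-122 activity so hits act as miR-122 inhibitors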
# Cneo AK release: causes C. neoformans cell lysis; adenylate kinase release luminescence, 4 h; normalised: neutral wells 0, clomiphene wells 100; lysis activity, % at 15 µM; hit rate 0.2% among 360,000; AID 651654;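 active means mean lysis activity across replicates of at least 80%, whatever share of replicates individually reach that level; inactive means mean lysis activity below 80%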
#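 Assay system: log-phase C. neoformans yeast / Quantity: yeast cell density of 5 × 10^6 cells/mL / Medium: fresh YPD growth medium / Compound: single dose / Timing: static 4 h at 37 °C with compound, 1 h detection / Measured by: adenylate kinase release luminescence / Read-out: lysis from increased AK signal / Benchmarks: Clomiphene as positive lysis control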
# Numbers without * were called inactive.
[1] Cc1c(NC(=O)Cn2[nH]c(=O)c3ccccc3c2=O)c(=O)n(-c2ccccc2)n1C
[2] O=C(CCN1C(=O)c2ccncc2C1=O)Nc1ccc2c(c1)OCCO2
[3] O=C(CSC1=NCCS1)N1CCCCCC1
[4] Cc1ccc(-n2ncc3c(Nc4c(C)n(C)n(-c5ccccc5)c4=O)ncnc32)c(C)c1
[5] COC(=O)CCC(=O)Nc1cccc(Br)c1
[6] Cc1cc(C)c2cc(CN(CCO)Cc3nnnn3Cc3ccccc3)c(=O)[nH]c2c1
[7] O=C(COC(=O)C1COc2ccccc2O1)NC(=O)Nc1ccc2c(c1)OCCO2 (stereo not drawn)
[8] O=C(C1=C(O)/C(=C/c2ccc(O)cc2)CCC1)C(F)(F)F
compound no. | 1 | 2 | 3 | 4 | 5 | 6 | 7 | 8
PGC1a acetyl inh | 7.0 | -6.0 | 4.5 | -6.4 | -6.8 | 11.0 | 8.4 | 7.7
miR-122 sensor | -0.5 | -7.5 | -2.2 | -7.8 | -6.1 | -4.4 | 31.5 | 4.9
Cneo AK release | 1.3 | 0.7 | 5.4 | -1.4 | -1.0 | 1.4 | -1.8 | 0.2

[9] O=C(NCCOc1ccccc1)c1ccc2c(c1)OCO2
[10] Cc1[nH]n(-c2ccccc2)c(=O)c1-c1ccccc1
[11] C=CCOn1c(=O)c(C)[n+]([O-])c2ccccc21
[12] Cn1nnnc1SCC(=O)Nc1ccccc1N1CCOCC1
[13] NC(=O)c1c(NC(=O)CN2CCOCC2)sc2c1CCC2
[14] CCCCS(=O)(=O)/C=C\C1C2C=CC(C2)C1S(=O)(=O)CCCC (stereo not drawn)
[15] CC1CCN(C(=S)NC(=O)C2CCCCC2)CC1
[16] CCOC(=O)c1cnc2c(C)c(-c3ccccc3)[nH]n2c1=O
compound no. | 9 | 10 | 11 | 12 | 13 | 14 | 15 | 16
PGC1a acetyl inh | 4.4 | -7.2 | 50.2 | -1.9 | -10.6 | -34.3 | -2.5 | -0.7
miR-122 sensor | 1.6 | -3.0 | 14.2 | 1.5 | -0.2 | 2.6 | 4.1 | -1.4
Cneo AK release | -7.6 | -1.6 | 4.0 | -3.3 | 3.1 | 1.6 | 4.0 | -0.2

[17] O=C(NCCCNc1ccc(C(F)(F)F)cc1[N+](=O)[O-])c1cc(F)c(F)cc1Cl
[18] O=C(COC(=O)c1cc(S(=O)(=O)N2CCCCC2)ccc1N1CCOCC1)NC1CCCCC1
[19] Cc1c(C(=O)N2CCOCC2)[nH]c2c1C(=O)CC(c1ccccc1Cl)C2 (stereo not drawn)
[20] O=C(Nc1ccc(OC(F)F)c(Cl)c1)c1cccc(OC(F)F)c1
[21] Nc1nc(Nc2cccc(C(F)(F)F)c2)nc(C(F)(F)F)n1
[22] COc1ccc(-c2cnc3nc[nH]c(=O)c3n2)cc1
[23] COc1ccc(OC)c(/C=N/NC(=O)c2ccc[n+](CC(=O)c3ccccc3)c2)c1
[24] CCc1ccccc1NC(=S)NCc1ccc2c(c1)OCO2
compound no. | 17 | 18 | 19 | 20 | 21 | 22 | 23 | 24
PGC1a acetyl inh | -14.7 | -3.2 | -11.9 | -3.5 | 4.0 | -6.6 | -1.4 | -14.9
miR-122 sensor | -10.0 | -1.4 | 43.6 | 2.7 | 3.8 | -2.2 | -4.1 | 4.0
Cneo AK release | 3.7 | 3.2 | 4.6 | 1.2 | -2.8 | 0.4 | 1.3 | 13.8

[25] C/C=C/Cn1c(SCc2ccc(C)cc2)nc2c1c(=O)[nH]c(=O)n2C
[26] CCOC(=O)C(=O)/C(C#N)=C/Nc1ccc(Cl)cc1
[27] CC1CCc2nc(NC(=O)c3ccc(S(=O)(=O)N4CCCc5ccccc54)cc3)sc2C1 (stereo not drawn)
[28] CC(C)(C)c1ccc(CSc2nc(N)cc(=O)[nH]2)cc1
[29] CCOc1ccc(NC(=O)C(CC)NC(=O)c2ccccc2CO)cc1 (stereo not drawn)
[30] Cc1cc(C)nc(Nc2n[nH]c(COc3ccccc3)n2)n1
[31] O=C(c1ccc(COCC(F)(F)F)o1)N1CCCCCC1
[32] CC1Cc2ccccc2N1S(=O)(=O)c1cnc[nH]1 (stereo not drawn)
compound no. | 25 | 26 | 27 | 28 | 29 | 30 | 31 | 32
PGC1a acetyl inh | 4.4 | 9.9 | -10.5 | -7.6 | -4.4 | -27.0 | -22.2 | 11.2
miR-122 sensor | 1.6 | 1.2 | -5.4 | -5.6 | 4.2 | -3.4 | -6.2 | -11.1
Cneo AK release | 0.0 | -1.7 | 0.4 | -1.0 | 3.6 | 0.7 | 2.6 | -1.4

[33] C=CCn1c(SCC(=O)Nc2cccc(C(=O)OC)c2)nnc1C(C)NC(=O)c1cccs1 (stereo not drawn)
[34] COc1ccc(Nc2nc(N3CCCC3)nc(N3CCCC3)n2)c(OC)c1
[35] COc1ccc2cc(-c3csc(-c4cccnc4)n3)ccc2c1
[36] CCOc1ccccc1CNC(=O)CNC(=O)c1cccs1
[37] Cc1ccc(C)c(S(=O)(=O)N2C(=S)NC(=O)C2C(C)C)c1 (stereo not drawn)
[38] O=C(NCc1ccccn1)C1CCCN(S(=O)(=O)c2cc(Cl)ccc2Cl)C1 (stereo not drawn)
[39] COc1ccccc1-n1nnnc1SCc1cc2c(cc1Br)OCO2
[40] CCN=C1S/C(=C\c2ccc(Sc3ccc(Cl)cc3)o2)C(=O)N1CC
compound no. | 33 | 34 | 35 | 36 | 37 | 38 | 39 | 40
PGC1a acetyl inh | 2.5 | -8.3 | 9.9 | -4.6 | -7.9 | -24.3 | -12.6 | -2.1
miR-122 sensor | 50.6 | -1.4 | -3.1 | 3.4 | 0.1 | -1.6 | 43.1 | -0.1
Cneo AK release | 4.2 | 0.8 | 1.0 | 0.7 | 2.0 | 2.5 | 0.6 | -4.2

[41] CCN(CC)CCCN1C(=O)c2oc3ccccc3c(=O)c2C1c1cccnc1 (stereo not drawn)
[42] O=C(CCCn1c(=S)[nH]c2cc3c(cc2c1=O)OCO3)NC1CC1
[43] COC(=O)c1cc(COC(=O)c2ccc(OC)c(S(=O)(=O)N3CCCC3)c2)oc1C
[44] CN1C(=O)c2ccccc2C(C(=O)NCCCN2CCCC2)C1c1c[nH]c2ccccc12 (stereo not drawn)
[45] Cc1ccc(S(=O)(=O)N2CCCC2C(=O)OCc2ccco2)cc1 (stereo not drawn)
[46] Cc1noc(C)c1C(=O)N1CCCC1
[47] CC1=C(C#N)C(NC(=O)C2CC2)(C(F)(F)F)C(=O)N1 (stereo not drawn)
[48] CCSCc1nnc(SCC(=O)Nc2cccc(SC)c2)n1C
compound no. | 41 | 42 | 43 | 44 | 45 | 46 | 47 | 48
PGC1a acetyl inh | -12.3 | -0.1 | -38.8 | -1.0 | -1.3 | -17.1 | 7.7 | -8.0
miR-122 sensor | -4.0 | -2.4 | -5.0 | -9.0 | 1.1 | 3.5 | -1.1 | 8.1
Cneo AK release | 4.1 | -0.3 | -1.0 | 0.5 | -0.1 | 1.4 | 0.9 | -0.7

[49] CCOC(=O)Cc1csc(SCC(=O)c2c(N)n(CC(C)C)c(=O)n(C)c2=O)n1
[50] COc1ccc2ccccc2c1/C=N\n1c(C)cc(C)c(C(N)=O)c1=O
[51] CCOc1ccc(C2C(C#N)=C(N)SC(N)=C2C#N)c(OCC)c1
[52] CC(=O)Nc1ccc(S(=O)(=O)Nc2nc3ccccc3nc2N2CCCC2)cc1
[53] CCOc1ccc(C(C(=O)NC2CCCCC2)N(C(=O)c2ccco2)c2ccc(-n3cnnn3)c(C)c2)cc1 (stereo not drawn)
[54] CC(C)CCN=Cc1c(O)n(-c2ccccc2)c(=O)c2ccccc12
[55] O=C(Cn1cnc(S(=O)(=O)N2CCCCC2)c1)N1CCN(c2ccc([N+](=O)[O-])cc2)CC1
[56] Cc1noc(C)c1C(=O)N1CCC(Cc2ccccc2)CC1
compound no. | 49 | 50 | 51 | 52 | 53 | 54 | 55 | 56
PGC1a acetyl inh | 12.8 | -9.8 | -1.7 | 21.4 | 6.3 | -3.4 | -4.9 | 6.9
miR-122 sensor | -2.2 | -2.3 | 1.6 | 3.0 | -3.2 | 3.6 | 0.1 | 1.9
Cneo AK release | -4.6 | 0.5 | 0.8 | 2.7 | 0.1 | -0.7 | 2.7 | 5.6

[57] COc1ccc(C(=O)n2cnc(N)n2)cc1
[58] Cc1ccc(-c2nc3ccccc3[nH]2)cc1NC(=S)NC(=O)c1ccccc1Br
[59] O=C(O)c1cc(S(=O)(=O)N2CCCC2)ccc1Br
[60] O=c1cc(-c2ccccc2)nc(SCc2ccc(Cl)cc2)[nH]1
[61] O=C(Nc1ccc2c(c1)oc1ccc(S(=O)(=O)N3CCCC3)cc12)C1CC1
[62] CCN(CC)C(=O)C1=C(C)Nc2nnnn2C1c1cccnc1 (stereo not drawn)
[63] CCCN(CCC)CCCOC(=O)c1ccc(Cl)cc1Cl
[64] CC[C@@]1(c2ccccc2OC)C(=O)N(C(=O)OC)N1C(=O)OC
compound no. | 57 | 58 | 59 | 60 | 61 | 62 | 63 | 64
PGC1a acetyl inh | 2.3 | 0.9 | -10.0 | -7.2 | 9.0 | -15.5 | 15.1 | -7.8
miR-122 sensor | -2.2 | -1.3 | -4.2 | 0.5 | 11.5 | -3.4 | 2.6 | -1.6
Cneo AK release | -1.4 | -12.2 | -0.5 | 3.5 | -3.4 | 0.3 | 0.2 | -1.8

[65] COc1cc2c(C#N)c(N3CCN(c4ccccc4OC)CC3)nc(N)c2c(N)n1
[66] O=C(Cc1nn[nH]n1)NCc1ccccc1Cl
[67] CCn1c(C(O)c2ccccc2)nc2ccccc21 (stereo not drawn)
[68] COc1ccc(CCNC(=O)c2cnc3n(c2=O)CCS3)cc1OC
[69] Cc1n[nH]c(C)c1-c1nc2ccccc2[nH]1
[70] CC(C)(C)n1ncc2c(=O)n(Cc3c(F)cccc3Cl)cnc21
[71] CCOC(=O)c1cc2cc(OC)ccc2nc1C
[72] O=P(O)(CCCP(=O)(O)CCc1ccccc1)CCc1ccccc1
compound no. | 65 | 66 | 67 | 68 | 69 | 70 | 71 | 72
PGC1a acetyl inh | -4.9 | -5.6 | -6.5 | 12.0 | 39.8 | -9.0 | -4.3 | -9.5
miR-122 sensor | -8.5 | -3.7 | -4.3 | -3.0 | 5.6 | 2.8 | -7.2 | -8.7
Cneo AK release | -2.3 | -3.1 | 1.6 | 0.1 | -0.6 | -8.0 | -0.2 | -1.8

# An excerpt of these results, with two lines to a compound:
# Each structure is followed by: PGC1a acetyl inh | miR-122 sensor | Cneo AK release
(65) COc1cc2c(C#N)c(N3CCN(c4ccccc4OC)CC3)nc(N)c2c(N)n1
→ -4.9 | -8.5 | -2.3
(66) O=C(Cc1nn[nH]n1)NCc1ccccc1Cl
→ -5.6 | -3.7 | -3.1

# Next part:
[73] Cc1ccc(OCC(=O)Nc2cccc3nsnc23)c(C)c1
[74] CCCC(=O)NCCc1ccc(S(N)(=O)=O)cc1
[75] CCOC(=O)CCn1c(CC(=O)OCC)nc2ccccc21
[76] O=C(CSc1n[nH]c(-c2ccccc2)n1)Nc1ncc(Br)cc1Br
[77] COc1ccc(NC(=O)N(C)[C@H]2C[C@H]3c4[nH]c5ccc(-c6cccc(C)c6)cc5c4CCN3C[C@H]2[C@H](C)O)cc1
[78] Cc1cccc(C)c1-n1c(C)cc(/C=N\Nc2ccc([N+](=O)[O-])cn2)c1C
[79] Cc1cc(C)c(C(N)=O)c(Nc2cccc3ccccc23)n1
[80] Cc1cc(OCC(=O)Nc2ccncc2)ccc1Br
compound no. | 73 | 74 | 75 | 76 | 77 | 78 | 79 | 80
PGC1a acetyl inh | 9.0 | 7.4 | 2.9 | 12.6 | -17.2 | 8.3 | 28.3 | -14.4
miR-122 sensor | 5.7 | -4.0 | -6.3 | -1.6 | 3.7 | -5.2 | -6.3 | -4.5
Cneo AK release | 0.0 | -0.6 | -2.2 | -2.5 | -0.6 | 1.1 | -5.3 | -2.4

# Entries of single compounds from above. Order of screens: PGC1a acetyl inh	miR-122 sensor	Cneo AK release
# Profile of Cc1ccc(OCC(=O)Nc2cccc3nsnc23)c(C)c1 → 9.0	5.7	0.0
# Profile of CCCC(=O)NCCc1ccc(S(N)(=O)=O)cc1 → 7.4	-4.0	-0.6
# Profile of COc1ccc(NC(=O)N(C)[C@H]2C[C@H]3c4[nH]c5ccc(-c6cccc(C)c6)cc5c4CCN3C[C@H]2[C@H](C)O)cc1 → -17.2	3.7	-0.6
# Profile of Cc1cccc(C)c1-n1c(C)cc(/C=N\Nc2ccc([N+](=O)[O-])cn2)c1C → 8.3	-5.2	1.1
# Profile of O=C(CSc1n[nH]c(-c2ccccc2)n1)Nc1ncc(Br)cc1Br → 12.6	-1.6	-2.5

# (next part)
[81] N#Cc1ccc(-n2c(-c3ccccc3)nnc2-c2ccccc2)cc1C#N
[82] Clc1ccccc1Cn1nnc2c(N3CCOCC3)nc(C3CC3)nc21
[83] Cn1nnnc1SCC(=O)Nc1cc(C(=O)O)cc(C(=O)O)c1
[84] CSc1ccc(Cl)c(C(=O)NCCOc2ccccc2)c1
[85] N#CCCNC(=O)CCN1CCOCC1
[86] CC(C)c1nc(N2CCOCC2)c(C#N)c2c1CCC2
[87] COc1ccc(CCN2C(=O)c3cccnc3C2=O)cc1OC
[88] CN1CCN(NC(=O)c2ccc(F)cc2)CC1
compound no. | 81 | 82 | 83 | 84 | 85 | 86 | 87 | 88
PGC1a acetyl inh | 14.3 | -2.0 | -2.6 | -8.7 | -9.8 | -2.1 | -0.5 | 4.4
miR-122 sensor | -0.2 | -6.3 | -4.4 | -1.4 | -4.7 | -6.4 | -2.3 | -5.7
Cneo AK release | -0.5 | 1.0 | 2.2 | -2.7 | 5.8 | 2.4 | -1.8 | -5.5

# Screening results from PubChem.

# An excerpt (hit frequency here may not be typical).
